Screens (PubChem)
HIV peptide binding – cell-free HIV fusion peptide-binding blockers – biochemical, uHTS, fluorescence dequenching, primary screen (AID 1986). cell-free peptide binding, fluorescence dequenching, 30 min; higher % means a stronger effect. one-dose inhibition, % at 20 µM; IC50 in µM for titrated hits. 0.3% of 290,000 active; in the data active = inhibition mostly above about 52%, no sharp cut-off; inactive = mostly below about 76%; also: some results filed as inactive read as strong as hits
NOD2 inhibition – inhibition of NOD2-driven NF-kB reporter – cell-based, luminescence, uHTS, HEK293 (AID 1566); HEK293 NOD2/NF-kB luciferase reporter, luminescence; higher % means a stronger effect; inhibition, % at 4 µM, or EC50 in µM where a hit was titrated; 0.63% of 290,000 active; also: many of its hits are not listed in these tables
Myeloid diff 2 – promotes myeloid progenitor differentiation; ER-HoxA9 myeloid progenitors, lysozyme-GFP differentiation, flow cytometry; calls only at 10 µM; 1% of 360,000 active;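 active = normalized GFP-positive differentiation at or above the plate's own cutoff, the solvent-only control mean plus 3 SD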;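 also: cells exposed to compound for four days before flow analysis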
NOD1 inhibition – inhibition of NOD1-driven NF-kB reporter – cell-based, luminescence, uHTS, primary screen (AID 1578) | 1% of 290,000 active | one-dose inhibition, % at 4 µM; EC50 in µM for titrated hits | NOD1-driven NF-kB luciferase reporter cells, luminescence; higher % means a stronger effect; in the data active = inhibition mostly above about 36%, no sharp cut-off; inactive = mostly below about 34%;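 also: HEK-293T reporter cells stimulated with the NOD1 agonist gamma-tri-DAP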
GPR55 LPI antagonism – GPR55 antagonists blocking LPI-driven arrestin recruitment, primary screen, imaging, U2OS, beta-arrestin-GFP, LPI agonist (AID 2013). inhibition, % at 10 µM; hits with a dose series show IC50 in µM. U2OS GPR55 beta-arrestin-GFP translocation imaging, LPI antagonism; higher % means a stronger effect. 0.13% of 290,000 active;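 active = spots per cell inhibited over 60%, with over 100 cells counted and total cytoplasm intensity under 500,000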;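 also: U2OS cells stably carrying GPR55 and arrestin-GFP stimulated by 5 µM LPI near EC80; imaged beta-arrestin-GFP aggregate spots per cell after agonist stimulation; plate controls were LPI-stimulated DMSO wells for no effect and DMSO wells without LPI for full effect; some results filed as inactive read as strong as hits; confirmed hits need IC50 under 10 µM and bright autofluorescent wells are also inconclusive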
GPR55 activation – GPR55 agonists via beta-arrestin recruitment, primary screen, imaging, U2OS cells, beta-arrestin-GFP redistribution (AID 1961); U2OS GPR55 beta-arrestin-GFP redistribution imaging; higher % means a stronger effect; activation, % at 10 µM; hits with a dose series show EC50 in µM; 0.048% of 290,000 active;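 active = activation above 40% with more than 50 cells counted in the well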;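 also: U2OS osteosarcoma cells stably expressing GPR55 and beta-arrestin-GFP; plate controls were DMSO negative control for no effect and LPI positive control for full effect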
KOR beta-arrestin-1 – KOR antagonists, beta-arrestin recruitment, cell-based, luminescence, uHTS (AID 1778). KOR beta-arrestin recruitment, luminescence, antagonist mode; higher % means a stronger effect. inhibition, % at 10 µM, or IC50 in µM where a hit was titrated. 0.091% of 290,000 active; also: strong numbers were not always called active
GPR35 antagonists – inhibition of zaprinast-stimulated GPR35 beta-arrestin translocation – imaging, U2OS, beta-arrestin-GFP, zaprinast agonist, primary screen (AID 2058) | U2OS GPR35 beta-arrestin-GFP translocation imaging, zaprinast antagonism; higher % means a stronger effect | one-dose inhibition, % at 10 µM; IC50 in µM for titrated hits | 0.052% of 290,000 active;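 active = inhibition of at least 50% with at least 30 cells and total cytoplasm GFP at most 10,000,000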
KOR beta-arrestin-2 – KOR agonists, beta-arrestin recruitment, primary screen, cell-based, luminescence, uHTS (AID 1777). KOR beta-arrestin recruitment, luminescence; higher % means a stronger effect. activation, % at 10 µM, or EC50 in µM where a hit was titrated. 0.02% of 280,000 active; in the data active = activation above about 50%, passing the limit was not always enough; also: a part of the inactive calls stands beside numbers as strong as those of hits
Myeloid diff 2 GFP+ MAC1+ % – second read-out of Myeloid diff 2, no call of its own (marks repeat the call); GFP+ MAC1+ double positive, %; measured here: differentiation confirmed by MAC1 staining
Active calls of the source: *; i = inactive; nt = no result given. Rule as the data show it, unless noted: active = inhibition above about 50%; inactive = the rest. Some of the compounds tested, so the mix of outcomes need not match the whole.

#1 COC(=O)C1=C(C)NC(=O)NC1c1ccccc1 (centres undefined)
#2 Cc1nc2nc(CSc3nc4ccccc4s3)cc(=O)n2[nH]1
#3 CC(C)(C)NC(=O)CSc1nccn1Cc1ccccc1
#4 COc1ccc(C(=O)C(/C=N/O)=N/Nc2ccc(F)cc2)cc1
#5 CCOC(=O)C1CCN(C(=O)CN(c2ccc3c(c2)OCCO3)S(C)(=O)=O)CC1
#6 Nc1ccc(C(=O)OCc2nc3ccccc3[nH]2)cc1
#7 c1ccc(-c2ncc3ccccn23)cc1
#8 O=S(=O)(c1ccc(OCC(O)CN2CCN(c3ccccc3Cl)CC2)cc1)N1CCOCC1 (centres undefined)
#9 Cc1cc(OCC(=O)NCc2nc(-c3ccccc3)no2)c(C)cc1Br
#10 O=C(CN(Cc1ccc(Br)cc1)S(=O)(=O)c1ccccc1)NCc1cccnc1

Screen / compound no. | 1 | 2 | 3 | 4 | 5 | 6 | 7 | 8 | 9 | 10
HIV peptide binding | -0.1% | 6.5% | -3.0% | 9.5% | -2.9% | -1.7% | -0.1% | -1.4% | 0.5% | -1.1%
NOD2 inhibition | 6% | 14% | 13% | -22% | 6% | 14% | -25% | 12% | -8% | 10%
Myeloid diff 2 | i | i | i | i | i | i | i | i | i | i
Myeloid diff 2 GFP+ MAC1+ % | 1.1 | 0.0 | 0.4 | 0.4 | 0.8 | 0.3 | 0.4 | 4.6 | 1.8 | 2.7
NOD1 inhibition | -44% | 9% | 9% | -10% | -16% | -12% | -7% | 18% | -16% | 14%
GPR55 LPI antagonism | 7% | -3% | 18% | 3% | 7% | -11% | 10% | 12% | 3% | -13%
GPR55 activation | 1.1% | -0.1% | -0.1% | -0.5% | 0.2% | -1.0% | -0.2% | -0.2% | -0.2% | -0.1%
KOR beta-arrestin-1 | -31% | -57% | 6% | -12% | 11% | 16% | -8% | 16% | -22% | 3%
GPR35 antagonists | 6% | -1% | 10% | 3% | -15% | -4% | 16% | 10% | 9% | -1%
KOR beta-arrestin-2 | 3.6% | -6.0% | -0.9% | -4.8% | 1.5% | 13% | 3.0% | -1.8% | 3.4% | 20%

#11 CCN1CCN(C(=O)/C=C/c2ccc(C)cc2)CC1
#12 CCc1ccc(OCC(=O)N/N=C(\C)c2ccc(OC(F)F)cc2)cc1
#13 Cc1noc(C)c1C(=O)Nc1ccccc1C(=O)NCCc1ccccc1
#14 COc1ccc(Nc2nnc(SCC(=O)N3CCCC3)s2)cc1
#15 CCNS(=O)(=O)c1ccc(C(=O)OCc2cc(=O)oc3cc(OC)ccc23)cc1
#16 c1ccc2c(c1)CCCN2c1nc2ccccc2n2cnnc12
#17 CCNC(=O)COC(=O)c1[nH]c(C)c(C(=O)OC)c1C
#18 Cc1ccc(Cl)cc1NC(C#N)c1ccccc1 (centres undefined)
#19 N#CC1=C(N)Oc2c(ccc3ccccc23)C1c1ccsc1 (centres undefined)
#20 Cc1cc(OC(=O)c2ccccc2Cl)cc(=O)n1C

Screen / compound no. | 11 | 12 | 13 | 14 | 15 | 16 | 17 | 18 | 19 | 20
HIV peptide binding | 0.1% | -2.4% | -1.0% | -0.8% | 3.9% | 5.5% | 0.8% | -1.3% | 20% | -0.6%
NOD2 inhibition | -7% | 9% | 16% | 23% | 7% | -7% | -27% | 25% | -106% | 26%
Myeloid diff 2 | i | i | i | i | i | i | i | i | i | i
Myeloid diff 2 GFP+ MAC1+ % | 0.7 | 0.8 | 0.4 | 1.0 | 0.9 | 2.2 | 0.3 | 0.7 | 0.4 | 0.6
NOD1 inhibition | -30% | -14% | -14% | 2% | -4% | -32% | -51% | -8% | -67% | 2%
GPR55 LPI antagonism | 2% | 2% | -4% | 0% | 12% | 8% | 8% | 14% | -1% | -6%
GPR55 activation | -0.2% | -0.3% | 0.2% | -0.1% | -0.2% | -0.1% | 0.5% | 0.0% | 0.0% | 0.0%
KOR beta-arrestin-1 | -15% | -23% | -12% | 36% | 2% | -3% | -31% | 11% | -13% | -15%
GPR35 antagonists | -8% | -1% | 13% | 9% | 4% | 12% | 14% | 0% | -7% | 18%
KOR beta-arrestin-2 | -1.3% | 16% | -1.2% | -11% | 5.8% | -0.1% | 1.5% | 5.7% | -0.2% | -0.1%

#21 CC(=O)N1CCN(C(=O)c2ccc(OC3CCN(Cc4ccccn4)CC3)cc2)CC1
#22 Cc1ccnc(NC(=O)c2ccc(COc3c(F)c(F)cc(F)c3F)o2)c1
#23 COC(=O)c1ccc(OC(=O)C2CC(=O)N(c3ccc(C)cc3C)C2)cc1 (centres undefined)
#24 COc1ccc(S(=O)(=O)NCCCCNS(=O)(=O)c2ccc(OC)cc2)cc1
#25 CCC(Cc1ccccc1)NC(=O)CN(C)S(=O)(=O)c1ccc2c(c1)c(=O)n(C)c(=O)n2C (centres undefined)
#26 CC(=O)Nc1sc(-c2ccc(Cl)cc2)nc1-c1ccccc1
#27 O=C(/C=C/c1c(F)cccc1Cl)c1ccc(F)cc1
#28 COc1ccc(N(CC(=O)Nc2ccccc2C(=O)N2CCOCC2)S(=O)(=O)c2ccc(F)cc2)cc1
#29 Cc1cccc(N2CCN(CC(O)COCc3cccs3)CC2)c1C (centres undefined)
#30 CC1=C(C(=O)OCC2CCCO2)C(c2ccc(Cl)cc2)NC(=O)N1 (centres undefined)

Screen / compound no. | 21 | 22 | 23 | 24 | 25 | 26 | 27 | 28 | 29 | 30
HIV peptide binding | 0.1% | 0.5% | 0.7% | 0.6% | -2.6% | 0.1% | 0.4% | -0.7% | -1.1% | -0.2%
NOD2 inhibition | 7% | -4% | 9% | -16% | 7% | -8% | -12% | 4% | -24% | 8%
Myeloid diff 2 | i | i | i | i | i | i | nt | i | i | i
Myeloid diff 2 GFP+ MAC1+ % | 0.9 | 0.8 | 6.6 | 0.5 | 1.3 | 0.5 | nt | 0.2 | 0.2 | 0.3
NOD1 inhibition | -15% | 3% | -5% | -3% | -6% | -3% | 2% | -15% | -22% | -42%
GPR55 LPI antagonism | 9% | nt | -8% | 6% | 14% | 6% | 6% | 7% | 7% | 11%
GPR55 activation | -0.1% | 0.0% | 0.2% | -0.2% | -0.1% | -0.1% | 8.6% | 0.1% | -0.2% | -0.3%
KOR beta-arrestin-1 | -10% | 6% | 40% | -9% | -4% | 2% | -9% | nt | -7% | -6%
GPR35 antagonists | 4% | -1% | -9% | 7% | 7% | -11% | 8% | 17% | -7% | 12%
KOR beta-arrestin-2 | 0.6% | -2.3% | -0.6% | 3.3% | -3.1% | -2.9% | 4.4% | -2.7% | -2.8% | -1.5%

#31 CC(=O)N1CC(C)Sc2ccc(S(=O)(=O)NCc3ccc(F)cc3)cc21 (centres undefined)
#32 CCCCn1c(NCc2ccccc2O)nc2ccccc21
#33 COc1cccc(CC2(CO)CCN(C(=O)NC3CCCCC3)CC2)c1
#34 CSc1c(CC(=O)Nc2ccccc2Cl)n(Cc2ccccc2)c2ccccc12
#35 CN(C)CCN1C(=O)c2oc3ccc(Cl)cc3c(=O)c2C1c1cccc(Br)c1 (centres undefined)
#36 O=C(CCl)N(Cc1cccc([N+](=O)[O-])c1)c1cccc(Cl)c1
#37 CC(=O)n1c2c(c3ccccc31)OC(N)=C(C#N)C2c1cccc(Cl)c1Cl (centres undefined)
#38 CCOC(=O)C1(Cc2cccc(OC)c2)CCCN(Cc2cc(C(C)C)n[nH]2)C1 (centres undefined)
#39 CCCCCOc1ccc(Cn2ccnc2)cc1[N+](=O)[O-]
#40 Cc1ccc2sc(-c3ccc(NC(=O)CCN4C(=O)c5ccccc5C4=O)cc3)nc2c1

Screen / compound no. | 31 | 32 | 33 | 34 | 35 | 36 | 37 | 38 | 39 | 40
HIV peptide binding | -1.4% | -0.2% | 2.0% | 2.4% | -1.2% | 1.1% | 18% | -0.2% | 0.7% | 0.5%
NOD2 inhibition | 29% | -9% | 13% | -6% | -15% | 11% | 9% | 14% | 12% | -55%
Myeloid diff 2 | i | i | i | i | i | i | i | i | i | nt
Myeloid diff 2 GFP+ MAC1+ % | 1.1 | 1.2 | 0.8 | 1.2 | 0.4 | 0.4 | 0.8 | 0.4 | 0.5 | nt
NOD1 inhibition | 4% | -18% | -11% | 9% | nt | 101%* | 2% | -19% | 8% | -45%
GPR55 LPI antagonism | -1% | 4% | 1% | 20% | 13% | 40% | 3% | 1% | -14% | 0%
GPR55 activation | -0.1% | -0.3% | 0.2% | -0.1% | -0.2% | 2.8% | -0.2% | 0.0% | 0.0% | -0.3%
KOR beta-arrestin-1 | 5% | 1% | -39% | -26% | 4% | -30% | 4% | -13% | -22% | -51%
GPR35 antagonists | 1% | 3% | -11% | -3% | 6% | -15% | -15% | -9% | -9% | -10%
KOR beta-arrestin-2 | 1.0% | 3.0% | 6.5% | 12% | -1.6% | 4.6% | 1.7% | 0.9% | 3.5% | 3.7%

#41 CCOc1ccc(NC(=O)CSC2=NN3CCCC(=O)N=C3S2)cc1
#42 CCCCC1CCC(C(=O)Nc2ccccc2)CC1 (centres undefined)
#43 CC(=O)Nc1cnn(Cc2ccc(Br)cc2)c1
#44 Cc1ccc(Cn2c(CN(C)Cc3ccccc3)nc3c2c(=O)n(C)c(=O)n3C)cc1
#45 Cc1[nH]c2ccc(Br)cc2c(=O)c1CN1CCCCCC1
#46 COc1cc(/C=C/C(=O)NCCN2CCOCC2)cc(OC)c1OC
#47 Cc1ccc(NC(=O)C2CCCN2S(=O)(=O)c2ccc3c(c2)n(C)c(=O)c(=O)n3C)cc1C (centres undefined)
#48 O=C(NCCCN=C1NS(=O)(=O)c2ccccc21)c1ccncc1

Screen / compound no. | 41 | 42 | 43 | 44 | 45 | 46 | 47 | 48
HIV peptide binding | -0.6% | -0.9% | 1.6% | -4.2% | -0.4% | 1.7% | -0.1% | -2.1%
NOD2 inhibition | 8% | -4% | 4% | 10% | 8% | 0% | 16% | 10%
Myeloid diff 2 | i | i | i | i | i | i | i | i
Myeloid diff 2 GFP+ MAC1+ % | 8.7 | 0.9 | 0.9 | 1.2 | 0.4 | 0.6 | 1.9 | 6.2
NOD1 inhibition | -5% | -16% | -19% | 12% | 2% | -38% | -35% | 7%
GPR55 LPI antagonism | -4% | -1% | 7% | -1% | 7% | 6% | 0% | 7%
GPR55 activation | 0.2% | 0.0% | -0.1% | -0.2% | -0.1% | 0.0% | -0.3% | -0.2%
KOR beta-arrestin-1 | -2% | -40% | 0% | -4% | -9% | -29% | -33% | -20%
GPR35 antagonists | 12% | -4% | 7% | -5% | 0% | 0% | -10% | -10%
KOR beta-arrestin-2 | -4.8% | 2.4% | -3.0% | nt | -2.0% | 0.2% | 3.2% | -3.2%

Look-ups from the results shown:
GPR55 LPI antagonism, CC(=O)Nc1cnn(Cc2ccc(Br)cc2)c1 : 7%
GPR55 activation, Cc1cc(OCC(=O)NCc2nc(-c3ccccc3)no2)c(C)cc1Br : -0.2%
